Compound activity as filed in PubChem.
TLR9-MyD88 inh – inhibitors of TLR9-MyD88 association in cells, primary screen, cell-based, CHO, BLA complementation, fluorescence; inhibition, % at 4.98 µM; AID 504734, 2011; Toll-like receptor 9 (Homo sapiens) + Myeloid differentiation primary response protein …; CCF4 FRET ratio; hit rate 0.21% among 340,000;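 active = inhibition above the mean over all tested compounds plus 3 SD, cut at about 21% in these data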;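 note: 0% = DMSO only wells and 100% = clavulanate BLA inhibitor control wells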
NOD2-RIPK2 inh – NOD2-RIPK2 binding disruptors in cells, primary screen, fluorescence, CHO cells, BLA complementation | inhibition, % at 4.98 µM | AID 624267, 2012 | Receptor-interacting serine/threonine-protein kinase 2 (Homo sapiens), O43353 | hit rate 0.38% among 360,000 | CCF4 ratio; in the data active = inhibition above about 21%;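 note: 0% = vehicle only and 100% = reference blocker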
NCOA3 inh – SRC3 coactivator transcriptional activity inhibitors, primary screen, cell-based, luminescence; AID 588352, 2011; hit rate 0.17% among 360,000; HEK293 GAL4-SRC3 luciferase reporter; inhibition, % at 3.6 µM; Nuclear receptor coactivator 3 (Homo sapiens), Q9Y6Q9;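 active = inhibition above a per-campaign cutoff, the mean of all compounds plus 3 SD, cut at about 60% in these data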;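 note: 0% = DMSO-treated cells and 100% = gossypol-treated cells at 36 µM; higher means less SRC3-driven luciferase light from the GAL4 reporter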
LMP1 NFkB inh – EBV LMP1-driven NF-kappaB luciferase reporter inhibitors, primary screen, cell-based, luminescence, single point; LMP1-induced NF-kappaB luciferase reporter cells; inhibition, % at 12.5 µM; hit rate 0.69% among 350,000; AID 504558, 2011; in the data active = inhibition above about 41%;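 note: 0% = neutral control wells and 100% = reference inhibitor control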
MC4R antag cAMP – MC4R antagonists of cAMP signaling, primary screen, cell-based, TR-FRET, antagonist arm of biased-ligand search; inhibition, % at 6.5 µM; MC4R-expressing cells, MTII-stimulated cAMP, LANCE TR-FRET; Melanocortin receptor 4 (Homo sapiens), P32245; AID 540295, 2011; hit rate 0.48% among 360,000;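 active = inhibition above its plate's cutoff, the mean of tested wells on that plate plus 3 SD, cut at about 29% in these data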;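 note: 0% = Melanotan II alone and 100% = Melanotan II plus saturating MCL0020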
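System: U2OS-MC4R stable cell line; Technique: Eu-cAMP/anti-cAMP TR-FRET, emission 671 nm; Repeats: single well per compound; Also added: Melanotan II; Dosing: one concentration, 6.5 µM nominal; Schedule: 30-min compound, 1-h challenge, 1-h detection, room temperature.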
NR5A2 inv ag – LRH-1 (NR5A2) inverse agonists, primary screen, cell-based, luminescence, HEK293T, StAR-luciferase reporter. LRH-1 transfected, 24 h. Nuclear receptor subfamily 5 group A member 2 (Homo sapiens), O00482. hit rate 0.13% among 360,000. AID 602396, 2012. inhibition, % at 3.6 µM;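 active = inhibition above the mean inhibition of all tested compounds plus 3 SD, cut at about 73% in these data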;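 note: 0% = DMSO wells and 100% = reporter-only cells lacking LRH-1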
ABHD5 PLIN5 PPI – ABHD5-PLIN5 interaction inhibitors, primary screen, cell lysate, split luciferase complementation, luminescence | hit rate 0.78% among 360,000 | AID 602281, 2012 | inhibition, % at 4 µM | Split G. princeps luciferase complementation, 4 h | Perilipin-5 (Homo sapiens) + 1-acylglycerol-3-phosphate O-acyltransferase ABHD5 (Homo …;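 active = inhibition above the mean inhibition across every tested compound plus 3 SD, cut at about 22% in these data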;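 note: 0% = DMSO only wells and the 100% control is not disclosed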
SRC2 inh – inhibition of GAL4-SRC2 driven luciferase reporter, primary screen, SRC2 inhibitor project, cell-based, luminescence; HEK293 GAL4-SRC2 luciferase reporter; inhibition, % at 9 µM; Nuclear receptor coactivator 2 (Homo sapiens), Q15596; hit rate 0.17% among 370,000;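 active = inhibition above the mean inhibition of all tested compounds plus 3 SD, set per campaign, cut at about 52% in these data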;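 note: 0% = DMSO treated cells and 100% = cells given Gossypol at 36 µM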
SRC1 inh – SRC1 coactivator transcriptional activity inhibitors, primary screen, cell-based, luminescence | Nuclear receptor coactivator 1 (Homo sapiens), Q15788 | HEK293 GAL4-SRC1 luciferase reporter | inhibition, % at 3.6 µM | hit rate 0.12% among 360,000;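 active = inhibition above the campaign mean plus 3 SD, with each screening campaign given its own cutoff, cut at about 60% in these data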;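 note: 0% = DMSO treated cells and 100% = gossypol at 36 µM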
Target sequence (Q15788 whole entry, looked up, the tested form may be a part): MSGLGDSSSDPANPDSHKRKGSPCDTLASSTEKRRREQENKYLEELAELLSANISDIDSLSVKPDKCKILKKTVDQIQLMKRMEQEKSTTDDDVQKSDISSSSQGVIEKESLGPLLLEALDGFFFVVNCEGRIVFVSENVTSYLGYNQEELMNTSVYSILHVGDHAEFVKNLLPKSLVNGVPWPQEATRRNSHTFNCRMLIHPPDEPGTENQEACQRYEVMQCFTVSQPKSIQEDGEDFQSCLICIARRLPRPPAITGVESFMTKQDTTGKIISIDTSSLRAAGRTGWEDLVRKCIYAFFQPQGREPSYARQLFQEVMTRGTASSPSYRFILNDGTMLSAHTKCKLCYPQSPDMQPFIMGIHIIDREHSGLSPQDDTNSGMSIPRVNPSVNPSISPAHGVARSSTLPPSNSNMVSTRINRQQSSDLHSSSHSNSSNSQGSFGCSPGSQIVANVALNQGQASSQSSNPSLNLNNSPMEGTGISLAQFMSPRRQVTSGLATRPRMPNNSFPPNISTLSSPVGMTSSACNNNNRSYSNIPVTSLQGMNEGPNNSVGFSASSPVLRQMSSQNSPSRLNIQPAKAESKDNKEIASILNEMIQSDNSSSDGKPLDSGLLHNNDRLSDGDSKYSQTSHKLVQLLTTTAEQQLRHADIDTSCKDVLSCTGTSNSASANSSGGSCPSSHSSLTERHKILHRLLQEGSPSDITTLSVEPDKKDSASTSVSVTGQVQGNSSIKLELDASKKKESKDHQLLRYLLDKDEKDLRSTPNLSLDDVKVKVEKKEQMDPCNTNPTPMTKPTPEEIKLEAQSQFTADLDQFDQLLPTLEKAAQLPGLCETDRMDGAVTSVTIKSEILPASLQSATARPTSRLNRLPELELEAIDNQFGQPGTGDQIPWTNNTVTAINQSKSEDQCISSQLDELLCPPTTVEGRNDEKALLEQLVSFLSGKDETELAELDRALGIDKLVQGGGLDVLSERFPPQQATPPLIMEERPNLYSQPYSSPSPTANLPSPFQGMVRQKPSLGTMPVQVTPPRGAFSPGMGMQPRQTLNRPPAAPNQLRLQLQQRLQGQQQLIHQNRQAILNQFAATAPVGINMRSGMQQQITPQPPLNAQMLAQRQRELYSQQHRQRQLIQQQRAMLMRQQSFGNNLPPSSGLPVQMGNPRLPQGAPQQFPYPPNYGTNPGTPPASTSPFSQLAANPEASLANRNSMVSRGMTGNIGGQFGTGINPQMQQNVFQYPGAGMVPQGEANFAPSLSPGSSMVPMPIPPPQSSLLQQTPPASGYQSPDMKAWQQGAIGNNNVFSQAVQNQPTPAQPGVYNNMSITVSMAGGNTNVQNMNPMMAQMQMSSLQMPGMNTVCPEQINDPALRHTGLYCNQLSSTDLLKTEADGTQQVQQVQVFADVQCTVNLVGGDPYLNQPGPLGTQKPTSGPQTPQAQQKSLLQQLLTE
MC4R barr agon – MC4R agonists recruiting beta-arrestin, primary screen, cell-based, luminescence, agonist arm of biased-ligand search; U2OS MC4R beta-arrestin complementation; percent of melanotan II response, DMSO zero; activation, % at 8.9 µM; hit rate 0.98% among 360,000; AID 540308, 2011;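 active = activation above a per-plate cutoff, the mean activation of sample wells on that plate plus 3 SD, cut at about 8% in these data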
COUP-TFII inh – NR2F2 transcriptional activity inhibitors, primary screen, cell-based, luciferase reporter, HEK293T, luminescence; HEK293T NGFI-A luciferase reporter; inhibition, % at 8.6 µM; COUP transcription factor 2 (Homo sapiens), P24468; hit rate 0.7% among 370,000;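 active = inhibition above a per-plate cutoff, mean inhibition of test wells between control levels plus 3 SD, cut at about 38% in these data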;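 note: cells cotransfected with COUP-TFII expression vector driving the NGFI-A reporter; 0% = median of COUP-TF2 test wells and 100% = reporter-only cells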
An asterisk follows results filed as active; / = not tested or not shown.

SMILES	TLR9-MyD88 inh	NOD2-RIPK2 inh	NCOA3 inh	LMP1 NFkB inh	MC4R antag cAMP	NR5A2 inv ag	ABHD5 PLIN5 PPI	SRC2 inh	SRC1 inh	MC4R barr agon	COUP-TFII inh
COCCCn1c(C(=O)N2CC(C)OC(C)C2)cc2c(=O)n3ccccc3nc21 (stereo not given)	-5	3	8	-11	3	20	-1	-14	-15	-1.9	21
COC(=O)CN(c1ccc(F)cc1)S(=O)(=O)c1ccc2c(c1)OCCO2	3	-3	9	-4	8	18	5	-2	10	0.7	-7
CCc1cccc(C)c1NC(=O)CSc1nc2ccccc2n1CC(=O)N(C)C	0	-5	16	9	9	-6	-4	-12	-15	-0.5	-6
CCCC1CCC(=NNC(=O)OC(C)(C)C)CC1 (stereo not given)	-1	-4	-70	5	2	-89	-1	-32	-58	-2.1	-38
O=[N+]([O-])c1cccc(/C=N/N2CCN(Cc3ccc(Cl)cc3)CC2)c1	6	2	22	6	15	30	-5	7	1	1.3	-5
CN(Cc1cc(=O)n2ccsc2n1)Cc1nc2ccccc2c(=O)[nH]1	-1	4	14	-7	13	-2	2	4	-16	-1.9	-4
COc1ccc(NS(=O)(=O)c2cccc(C(=O)NNC(=O)c3ccccc3OC)c2)cc1	-15	-6	-5	-33	-2	-2	-12	2	-9	-0.3	4
COc1cccc(OCc2ccc(Cl)cc2)c1C#N	-13	-4	-72	-32	9	-156	-10	-60	-129	-1.9	-24
CC1(C)CC(NC(=O)c2cccc3ccccc23)CC(C)(C)N1	1	-3	-7	-15	4	-1	6	10	-7	-1.5	-1
CNS(=O)(=O)c1cc(OCC(N)=O)c(C)cc1Cl	3	-4	7	-29	-4	14	-1	4	-16	-1.1	-4
Cc1cc2c(c(=O)n1Cc1cccnc1)C(c1ccccc1)C(C#N)=C(N)O2 (stereo not given)	0	1	0	3	19	4	-2	13	-9	-1.9	2
CCN(CC)CCn1c2c(c(SCC(=O)Nc3cc(OC)cc(OC)c3)nc1=O)CCC2	4	10	20	0	3	10	3	17	-23	-2.5	0
CSc1nncn1/N=C/c1ccccc1F	3	2	4	5	-2	7	2	-29	3	-1.6	-10
CCOc1ccccc1NC(=O)c1ccc(NC(=O)c2ccco2)cc1	-11	-4	16	0	-1	7	1	-14	-9	-1.5	-20
O=C(N/N=C/c1ccc(Cl)cc1)c1n[nH]c2c1CCCC2	15	10	-72	0	-26	-34	3	-26	-86	2.1	-56
COc1ccccc1/C=C/C=N/NC(=O)c1ccco1	10	-7	-17	-7	-15	-68	-2	-44	-56	-1.0	-19
O=C(c1[nH]c(C(F)(F)F)nc1-c1ccccc1)N1CCc2c([nH]c3ccccc23)C1	/	-7	22	/	/	35	11	1	6	/	-12
Cc1nn(-c2ccccc2)c2nc(N)c(C#N)c(-c3ccc(F)cc3)c12	-6	5	5	10	11	-17	-6	3	-6	-0.3	7
CCOc1cc(C2C3=C(CCCC3=O)NC3=C2C(=O)CCC3)ccc1OCCO	15	6	-1	3	-3	6	6	-8	-2	1.8	18
CCC1(C)Cc2ccccc2C(=O)N1 (stereo not given)	-8	3	26	6	-7	14	4	-22	-7	-1.6	8
O=C(c1cc(-c2ccc(Cl)cc2)on1)N1CCN(c2ccccc2)CC1	-13	-1	-26	-15	2	-22	11	-65	-13	0.3	-34
CCNC(=O)C1CC(=O)N(c2ccc(OCC)cc2)C1 (stereo not given)	12	-1	6	1	6	-9	-4	-6	0	-2.1	-2
COc1cc(CC(=O)O)c([N+](=O)[O-])cc1OC	8	-4	11	5	-1	8	2	-4	13	1.3	-2
O=C(NC1CC1)c1cccc(S(=O)(=O)Nc2ccccc2F)c1	1	-14	12	8	-2	23	0	-39	-6	-0.6	-9
CCCn1c(=NC(=O)CCS(=O)(=O)c2ccccc2)sc2cc(S(N)(=O)=O)ccc21	0	-12	16	4	2	43	1	-23	-15	3.6	-6

Remaining list, next part.
SMILES	TLR9-MyD88 inh	NOD2-RIPK2 inh	NCOA3 inh	LMP1 NFkB inh	MC4R antag cAMP	NR5A2 inv ag	ABHD5 PLIN5 PPI	SRC2 inh	SRC1 inh	MC4R barr agon	COUP-TFII inh
CSc1ccc(C=NNc2ccc(S(=O)(=O)Nc3ccccc3C(=O)O)cc2[N+](=O)[O-])cc1	5	-3	-11	-1	9	-6	2	-14	11	-2.6	9
CCOc1ccccc1N1CCN(C(=O)c2cc3ccccc3cc2OC)CC1	7	2	11	-1	-19	4	-5	6	-7	-4.2	8
CCC(=O)N1CCC1(C)C(=O)NCc1ccc(SC)cc1 (stereo not given)	/	6	-4	/	-1	1	5	-16	-10	-0.5	11
CCCCn1c(-c2cccc(C)c2)nc2cc3[nH]c(=O)c(C(C)C)nc3cc21	-19	-12	-11	-3	15	-8	-23	-5	-2	0.5	6
COCCOc1ccc(C(F)(F)F)cc1NC(=O)COC(=O)C1=COCCO1	-3	-3	-6	2	5	7	-4	7	2	1.2	-1
NC(=O)c1cc(N2C(=O)C3CC=CCC3C2=O)ccc1N1CCCCC1 (stereo not given)	-3	-4	3	-10	-3	18	-1	3	-8	-2.6	9
CCOc1ccccc1-c1cc(C(=O)N/N=C/c2ccc3c(c2)OCO3)c2ccccc2n1	0	-30	11	6	12	2	3	2	5	1.7	-10
CCOc1ccc(N(CC(=O)NC2CCCCC2)C(=O)CCC(=O)Nc2ccccn2)cc1	0	3	6	2	11	12	-6	-17	-57	-1.6	3
O=C(Nc1cccc(C(F)(F)F)c1)N1CCN(C(=O)Nc2cccc(C(F)(F)F)c2)CC1	3	-2	5	5	20	5	7	6	14	0.7	0
O=C(NCCc1nc(-c2ccccc2Cl)no1)c1ccccc1	7	4	-10	3	4	-6	-5	14	-1	0.5	-9
CC(C)COC(=O)n1c(=O)oc2cc(S(=O)(=O)N3CCCCC3)ccc21	-2	-3	3	-14	2	23	-17	1	-9	3.6	3
O=C(NC12CC3CC(CC(C3)C1)C2)C1CCCN1C(=O)NC1CCCCC1 (stereo not given)	-4	-5	-22	-3	0	12	0	-9	-14	-3.4	-16
COC(=O)[C@@]12C[C@@H](CC(=O)N3CCN(C(=O)C4CC4)CC3)C(=O)N(CCc3ccc(OC)c(OC)c3)C1=CCC(C)(C)C2	/	5	/	/	/	-24	-7	-14	/	/	3
Cc1ccc(C(=O)NNC(=S)NCC2CCCO2)cc1[N+](=O)[O-] (stereo not given)	6	-10	-15	-4	8	-13	-7	16	-24	-2.9	0
Cc1cc(C(=O)N2CCN(c3cc(Cl)ccc3C)CC2)on1	1	-1	4	4	5	-18	1	10	6	-0.2	3
C=CCN(CC=C)C(=S)NC(=O)c1ccc(OC)c(Br)c1	0	2	-12	2	-5	5	0	/	-4	-2.7	/
COc1ccc(-c2cc(NC=O)c3ncc(-c4ccc(OC)c(OC)c4)n3c2)cc1	/	3	1	/	-19	11	-4	-4	-43	2.7	-23
C/C(=N\O)C(C)NC(=O)c1ccccc1 (stereo not given)	-15	-1	17	2	2	1	1	-10	-8	0.4	0
COc1cc(/C=N/NC(=O)c2cccc(S(=O)(=O)N3CCCC3)c2)cc(OC)c1O	-6	2	9	2	-8	-16	-1	-3	1	-2.2	-22
O=C(CCC1CCCCC1)N1CCN(Cc2ccc3c(c2)OCO3)CC1	-1	4	7	8	15	-3	-2	-5	-6	1.7	7
Cc1cc(Cl)ccc1C(=O)C1CCCN(C(=O)c2cc(C(C)C)no2)C1 (stereo not given)	0	0	24	-5	6	-5	2	8	-3	-1.3	6
Cn1c(=O)[nH]c(=O)c2c1nc(SCCO)n2CCCc1ccccc1	-3	-4	7	5	4	10	4	-10	9	-0.8	-23
CCOc1ccc(NC(=O)CN2C(=O)NC(C)(c3ccc(OC(F)F)cc3)C2=O)cc1 (stereo not given)	1	-9	-10	8	0	58	7	-6	-7	-1.4	-6
CN(C)c1nccc(Nc2ccccc2)c1C#N	9	-8	-14	3	-7	-33	7	-9	-7	-1.8	5
Cn1nc(C(F)(F)F)cc1C(=O)Nc1ccc(-c2ccno2)cc1	4	-5	27	9	-4	-9	-4	7	21	-1.1	-16

(listing goes on)
SMILES	TLR9-MyD88 inh	NOD2-RIPK2 inh	NCOA3 inh	LMP1 NFkB inh	MC4R antag cAMP	NR5A2 inv ag	ABHD5 PLIN5 PPI	SRC2 inh	SRC1 inh	MC4R barr agon	COUP-TFII inh
CCC1C(=O)N(C)CCc2ccccc21 (stereo not given)	3	-11	8	0	8	17	-2	7	19	1.0	3
COc1ccccc1N1CCN(C(=O)c2sc3nc(-c4ccc(F)cc4)cn3c2C)CC1	-5	-10	18	36	17	-3	-10	17	8	1.4	52*
O=C(N/N=C/c1cc2c(cc1Cl)OCO2)c1ccc2c(c1)OCCO2	-3	-3	-20	-13	7	-10	3	-21	-17	0.5	-6
Cc1ccc(C(=O)NC2CC3CCCC(C2)N3C(=S)NCc2ccco2)cc1 (stereo not given)	2	-2	7	2	11	6	8	19	-11	0.5	-1
O=C(CSc1nnc(-c2ccco2)n1CC1CCCO1)NC1CCCC1 (stereo not given)	6	-1	-10	-11	-1	13	-6	-6	-24	2.0	18
OC[C@@H]1CN(Cc2ccc(Cl)cc2)C[C@H](n2cnc3c(N4CCCC4)ncnc32)O1	/	2	3	/	0	12	-7	-6	-7	2.0	-3
O=C(O)CNC(=O)c1ccccc1NC(=O)c1ccco1	-7	-13	11	-2	14	-1	3	-45	-12	-0.1	-5
Cc1ccc([C@H]2C[C@H](n3cc(-c4ccc(F)cc4)nn3)[C@@H](O)CN2C(=O)c2cccs2)cc1	-1	2	8	-1	7	16	-8	-2	3	0.7	5
C[C@@H]1CCCCO[C@H](CN(C)S(=O)(=O)c2ccc(F)cc2)[C@@H](C)CN([C@H](C)CO)C(=O)c2cc(NC(=O)Nc3ccc(C(F)(F)F)cc3)ccc2O1	-5	-4	-2	3	7	28	-7	-4	11	0.5	0

These rows are one share of the data; count on the stated rates, not on these rows.
